OX1R antag: blocks the human orexin 1 receptor; O43613; CHO/OX1R cells, Fluo-8 calcium fluorescence, orexin A; inhibition, % at 5 µM; 330,000 tested, 0.43% active; AID 434989;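 active = inhibition above its plate's threshold, mean inhibition of all tested compounds on the plate plus 3 SD, cut at about 37% in these data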;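 also: 0% = orexin A challenge wells and 100% = SB-334867-A antagonist wells; not every result past the cut was called active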
Target sequence (O43613 whole entry, looked up): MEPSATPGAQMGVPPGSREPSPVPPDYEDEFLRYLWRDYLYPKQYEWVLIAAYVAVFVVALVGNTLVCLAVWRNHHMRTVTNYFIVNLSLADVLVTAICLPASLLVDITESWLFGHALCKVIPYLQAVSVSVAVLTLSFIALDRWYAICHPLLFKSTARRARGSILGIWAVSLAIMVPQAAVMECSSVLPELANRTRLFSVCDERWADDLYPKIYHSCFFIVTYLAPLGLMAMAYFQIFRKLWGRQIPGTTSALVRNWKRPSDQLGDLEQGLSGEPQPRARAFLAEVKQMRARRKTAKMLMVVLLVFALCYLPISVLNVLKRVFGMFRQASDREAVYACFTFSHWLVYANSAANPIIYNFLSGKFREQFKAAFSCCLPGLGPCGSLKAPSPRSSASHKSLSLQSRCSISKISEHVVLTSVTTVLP
CHT PAM: allosterically activates the human high affinity choline transporter; AID 488977; B-score at 10 µM; 310,000 tested, 0.49% active; Q9GZV3; CHT-expressing cells, membrane potential dye, choline EC20; active compounds read high; LV-AA mutant CHT in HEK293 cells;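 active = initial fluorescence not abnormally high and integrated response B-score, plate-corrected, over 3 SD above library mean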
Target sequence (Q9GZV3 whole entry, looked up): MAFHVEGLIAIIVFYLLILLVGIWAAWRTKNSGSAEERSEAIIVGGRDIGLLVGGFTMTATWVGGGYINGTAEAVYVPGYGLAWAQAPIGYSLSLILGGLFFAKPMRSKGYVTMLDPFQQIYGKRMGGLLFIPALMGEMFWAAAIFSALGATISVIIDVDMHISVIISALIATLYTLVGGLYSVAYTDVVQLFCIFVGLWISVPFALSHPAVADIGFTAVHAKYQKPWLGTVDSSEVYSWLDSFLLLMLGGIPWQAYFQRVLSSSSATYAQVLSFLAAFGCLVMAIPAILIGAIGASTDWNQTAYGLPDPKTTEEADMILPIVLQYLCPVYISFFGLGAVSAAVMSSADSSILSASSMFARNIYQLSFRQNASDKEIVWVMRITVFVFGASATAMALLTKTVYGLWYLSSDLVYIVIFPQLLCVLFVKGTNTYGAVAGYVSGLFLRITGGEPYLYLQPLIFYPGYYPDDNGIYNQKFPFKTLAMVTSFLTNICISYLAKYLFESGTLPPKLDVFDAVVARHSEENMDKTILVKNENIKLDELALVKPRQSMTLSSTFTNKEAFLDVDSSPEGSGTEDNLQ
Starred values were filed as active, the others as inactive.

`O=C1c2ccccc2-c2cccc(C(=O)N3CCCCC3)c21` gave OX1R antag -24 and CHT PAM inactive.
For O=C(NCCN1CCOCC1)c1ccncc1 the results were OX1R antag 1 and CHT PAM inactive.
For NC(=O)CC(NC(=O)Cc1ccc(Br)cc1)c1ccc(NC2CCCC2)c([N+](=O)[O-])c1 (centres undefined) the results were OX1R antag -10 and CHT PAM inactive.
Screening Cc1c(Cl)cccc1NC(=S)NCc1cccn1C returned OX1R antag -6 and CHT PAM inactive.
`O=c1c(-c2ccccc2)coc2c(CN3CCOCC3)c(O)ccc12` gave OX1R antag -5 and CHT PAM inactive.
For COc1ccc(C(=O)NCC(=O)OCc2ccccc2F)cc1 the results were OX1R antag -10 and CHT PAM inactive.
Screening CCCn1c(=O)c2c(nc3n2CCCN3CCc2ccccc2)n(C)c1=O returned OX1R antag -29 and CHT PAM inactive.
COc1ccc2cc(C3(C)NC(=O)N(CC(=O)NCC(F)(F)F)C3=O)ccc2c1 (centres undefined) was read as OX1R antag -11 and CHT PAM inactive.
Cc1ccc(/C=N/n2c(-c3ccco3)n[nH]c2=S)cc1 was read as OX1R antag -26 and CHT PAM inactive.
Screening CN1CCN(C(=O)CSc2nc3c(c(=O)n(C)c(=O)n3C)n2C)CC1 returned OX1R antag -4 and CHT PAM inactive.
CCC(C)NS(=O)(=O)c1ccc(NC(=O)c2c(-c3ccccc3)noc2C)cc1 (centres undefined) was read as OX1R antag -10 and CHT PAM inactive.
For Cc1cccc(NC(=O)CSc2nc3[nH]ncc3c(=O)[nH]2)c1 the results were OX1R antag -13 and CHT PAM inactive.
Screening N/C(=N\OCC(=O)Nc1ccc(F)c(Cl)c1)c1ccccc1 returned OX1R antag -8.
O=C(CC1SC(=O)NC1=O)Oc1ccc(/C=N/NC(=O)c2ccccc2O)cc1 (centres undefined) was read as OX1R antag -8 and CHT PAM inactive.
Cn1c(NNC(=O)/C=C/c2ccc3c(c2)OCO3)cc(=O)n(C)c1=O was read as OX1R antag 2 and CHT PAM inactive.
Cc1cc2nc(SCCOC(=O)Nc3ccccc3)nc(C)c2cc1C was read as OX1R antag -23 and CHT PAM inactive.
O=C(Nc1ccc(S(=O)(=O)N2CCCCC2)cc1)C1CC(=O)N(c2ccc(F)cc2)C1 (centres undefined) was read as OX1R antag -13 and CHT PAM inactive.
Screening O=C(O)c1cc(-c2ccccc2)n(-c2ccc(F)cc2)n1 returned OX1R antag -14 and CHT PAM inactive.
Screening O=C(NC1CCCC1)C(c1ccccc1)N(C(=O)c1csnn1)c1ccccc1F (centres undefined) returned OX1R antag -11 and CHT PAM inactive.
For COCCNC(=S)N(CCO)Cc1cc2cc3c(cc2[nH]c1=O)OCO3 the results were OX1R antag -18 and CHT PAM inactive.
COC(=O)N=Nc1c(O)n(Cc2ccccc2)c2ccccc12 was read as OX1R antag -7 and CHT PAM inactive.
`CCn1nc(C(=O)Nc2ccccc2C)c(Cl)c1Cl` gave OX1R antag -19 and CHT PAM inactive.
For CC(OC(=O)CC(NC(=O)c1ccccc1Cl)c1ccccc1)C(=O)Nc1cccc(Cl)c1Cl (centres undefined) the results were OX1R antag -35 and CHT PAM inactive.
O=C(O)CCC(=O)N(Cc1cccnc1)Cc1cccc(F)c1 was read as OX1R antag -4 and CHT PAM inactive.
`CC1CC(C)CN(C(=O)c2ccc(CSc3nc4ccncc4[nH]3)cc2)C1` (centres undefined) gave OX1R antag -32 and CHT PAM inactive.
Screening O=c1[nH]nc(Cc2ncc(C(F)(F)F)cc2Cl)c2ccccc12 returned OX1R antag -28 and CHT PAM inactive.
`COc1ccc(OCCSc2nnc(-c3ccoc3C)n2C)cc1` gave OX1R antag -13 and CHT PAM inactive.
`O=C(/C=C/c1ccc2c(c1)OCO2)Nc1cccnc1` gave OX1R antag -21 and CHT PAM inactive.
`COc1ccc(OC)c(NC(=O)Cc2coc3cc(C)cc(C)c23)c1` gave OX1R antag -28 and CHT PAM inactive.
CS(=O)(=O)N(CC(=O)O)Cc1cccc(CN(CC(=O)O)S(C)(=O)=O)c1 was read as OX1R antag -8 and CHT PAM inactive.
Screening Cc1[nH]c2ccccc2c1C(=O)COC(=O)CCS(=O)(=O)c1ccccc1Cl returned OX1R antag 4 and CHT PAM inactive.
O=C1CCc2cc(S(=O)(=O)N3CCN(c4cccc(C(F)(F)F)c4)CC3)ccc2N1 was read as OX1R antag -9 and CHT PAM inactive.
Screening S=C(NCCCN1CCOCC1)Nc1cccc(-c2nnc3n2CCCCC3)c1 returned OX1R antag -8 and CHT PAM inactive.
For O=C1CC(N2CCN(c3ccc(Cl)c(Cl)c3)CC2)C(=O)N1 (centres undefined) the results were OX1R antag 3 and CHT PAM inactive.
`Cc1cccc(Oc2ccccc2NS(=O)(=O)c2ccc(CCC(=O)O)cc2)c1` gave OX1R antag 17.
`COc1cccc(NC(=O)c2cc(=O)c3ccccc3o2)c1` gave OX1R antag -23 and CHT PAM inactive.
Screening COC(=O)C1=C(N)Oc2cc(C)n(Cc3ccncc3)c(=O)c2C1c1cccnc1 (centres undefined) returned OX1R antag -3 and CHT PAM inactive.
COc1ccc(C(=O)COC(=O)CNC(=O)C2CCCCC2)c(OC)c1 was read as OX1R antag 13 and CHT PAM inactive.
`Cc1cccc(C(=O)c2cn[nH]c2-c2ccc(C)cc2O)c1` gave OX1R antag -11 and CHT PAM inactive.
`Cc1ccc2cc(C(=O)O)c(C)nc2c1` gave OX1R antag -3 and CHT PAM inactive.
`Cc1cccc(C(=O)Oc2ccc(/C=N/NC(=O)Cc3ccc([N+](=O)[O-])cc3)cc2)c1` gave OX1R antag -4 and CHT PAM inactive.
CCOC(=O)c1sc(Nc2ccc(F)cc2)nc1C was read as OX1R antag -33 and CHT PAM inactive.
For Cc1ccc(C(=O)Nc2nc3ccccc3s2)s1 the results were OX1R antag -29 and CHT PAM inactive.
Screening Cc1ccc(-c2nnn(C/C(N)=N/O)n2)cc1 returned OX1R antag -1 and CHT PAM inactive.
Screening COc1cc([C@@H]2CC=C(C(=O)O)[C@H](c3ccc(C)cc3)N2S(=O)(=O)c2ccc(C)cc2)cc(OC)c1OC returned OX1R antag -20.
`COCCOC(=O)c1c(NC(=O)CNc2ccc(C)c(F)c2)sc(C(N)=O)c1C` gave OX1R antag -16 and CHT PAM inactive.
Screening COc1ccc(/C=C/C(=O)N(CC(C)C)CC(C)C)cc1Br returned OX1R antag -26 and CHT PAM inactive.
COC(=O)c1ccc(OC)c(CSc2nnc(COc3cccc(C)c3)o2)c1 was read as OX1R antag -8 and CHT PAM inactive.
For Cc1cc(C)c(NC(=O)CCCOC(=O)C2=COCCO2)c(C)c1 the results were OX1R antag -19 and CHT PAM inactive.
Screening Cc1ccnc(NC(=O)CCNC(=O)c2ccccc2Cl)c1 returned OX1R antag -13 and CHT PAM inactive.
`O=C(c1ccco1)N1CCN(C(=O)C2CC(c3ccc(Cl)c(Cl)c3)=NO2)CC1` (centres undefined) gave OX1R antag -23 and CHT PAM inactive.
`CCOC(=O)COC(=O)c1ccc(Oc2cc(C)nc(SC)n2)cc1` gave OX1R antag -10 and CHT PAM inactive.
`COC(=O)CCCC1=CC2=CC(=O)C(C)(OC(=O)c3cccs3)C(=O)C2=CN1CCN1CCOCC1` (centres undefined) gave OX1R antag -2 and CHT PAM inactive.
CN(C)/C=N/c1c(C#N)cnn1-c1ncnc2sc(-c3ccccc3)cc12 was read as OX1R antag -28 and CHT PAM inactive.
Screening CC(C)(C)N(Cc1ccccc1)C(=O)COC(=O)CSc1ccc([N+](=O)[O-])cc1 returned OX1R antag -24 and CHT PAM inactive.
Cc1ccc(N2C(=O)c3ccccc3NC2c2ccccc2O)cc1 (centres undefined) was read as OX1R antag -32 and CHT PAM inactive.
For CN1CCC(N2CCN(c3cccc(C(F)(F)F)c3)CC2)CC1 the results were OX1R antag -18 and CHT PAM inactive.
Screening Cc1nn(Cc2c(Cl)cccc2Cl)c(C)c1NC(=O)CCCn1nc([N+](=O)[O-])c(Cl)c1C returned OX1R antag -33 and CHT PAM inactive.
`CCOc1ccc(-c2cc(NC(=O)c3c(F)cccc3F)c(C(=O)O)s2)cc1` gave CHT PAM inactive.
`NC(=O)C1CCN(C(=O)CCC(=O)c2cccs2)CC1` gave OX1R antag 16.

A draw from above in order of count of non-hydrogen atoms, ascending:
`NC(=O)C1CCN(C(=O)CCC(=O)c2cccs2)CC1` gave OX1R antag 16.
Screening Cc1ccnc(NC(=O)CCNC(=O)c2ccccc2Cl)c1 returned OX1R antag -13 and CHT PAM inactive.
For CN1CCC(N2CCN(c3cccc(C(F)(F)F)c3)CC2)CC1 the results were OX1R antag -18 and CHT PAM inactive.
CN(C)/C=N/c1c(C#N)cnn1-c1ncnc2sc(-c3ccccc3)cc12 was read as OX1R antag -28 and CHT PAM inactive.
COC(=O)c1ccc(OC)c(CSc2nnc(COc3cccc(C)c3)o2)c1 was read as OX1R antag -8 and CHT PAM inactive.
Screening CC(C)(C)N(Cc1ccccc1)C(=O)COC(=O)CSc1ccc([N+](=O)[O-])cc1 returned OX1R antag -24 and CHT PAM inactive.

(next part)
For CC1CCCCN1C(=O)COC(=O)c1ccc(=O)n(Cc2ccccc2)n1 (centres undefined) the results were OX1R antag -7 and CHT PAM inactive.
For COc1ccccc1-n1nnnc1SCC(=O)NCC1(N2CCOCC2)CCCCC1 the results were OX1R antag -12.
Screening Cc1cccc(CN2C3=NCCCN3c3ccccc32)c1 returned OX1R antag -16 and CHT PAM inactive.
Screening Cn1nc(C(=O)NCc2cccnc2)c2ccccc2c1=O returned OX1R antag -1 and CHT PAM inactive.
`COc1ccc(CN2CCNC(=O)C2CC(=O)NCCCC2CCCC2)c(F)c1` (centres undefined) gave OX1R antag -29 and CHT PAM inactive.
For COc1ccc2ccccc2c1/C=N\NC(=O)c1ccc(C)s1 the results were CHT PAM inactive.
Screening O=C(CS(=O)(=O)c1cn(CC(=O)N2CCCC2)c2ccccc12)Nc1ccccc1 returned OX1R antag -17 and CHT PAM inactive.
`CC1CCN(S(=O)(=O)c2ccc(NC(=O)CN3CCCCCC3)cc2)CC1` gave OX1R antag -3 and CHT PAM inactive.
Screening COc1cc(/C=C(\C#N)c2nc3ccccc3[nH]2)cc(Br)c1OCc1ccc(F)cc1 returned OX1R antag -19 and CHT PAM inactive.
`CC(C)C[C@@H](CSc1ccc(Br)cc1)N1CCN(C)CCC1=O` gave OX1R antag -19 and CHT PAM inactive.
Screening Cc1c(C2C(C#N)=C(N)N(c3ccccc3C#N)C3=C2C(=O)CCC3)cnn1C (centres undefined) returned OX1R antag -3 and CHT PAM inactive.
`Cc1cccc(NS(=O)(=O)c2ccc(-n3cccn3)cc2)c1C` gave OX1R antag -8 and CHT PAM inactive.
For NS(=O)(=O)c1ccc(CCNC(=O)COC(=O)Cc2ccc([N+](=O)[O-])cc2)cc1 the results were OX1R antag 9.
Cc1ccc(S(=O)(=O)c2nc(NN(C)C)sc2Cl)cc1 was read as OX1R antag -18 and CHT PAM inactive.
For CC1CN(c2ccc(Cl)nn2)CC(C)O1 (centres undefined) the results were OX1R antag -14 and CHT PAM inactive.
CN(C)Cc1ccccc1Sc1ccc2c(c1)CCCC2 was read as OX1R antag -17 and CHT PAM inactive.
For CC(C)c1ccc(NC(=S)N2CCN(C)CC2)cc1 the results were CHT PAM inactive.
COc1cccc(CN(C)C(=O)c2cc(-c3ccc(F)cc3)nc3ccccc23)c1 was read as OX1R antag -31 and CHT PAM inactive.
For O=C(COC(=O)C1CCCO1)Nc1cccc(C(F)(F)F)c1 (centres undefined) the results were OX1R antag -13 and CHT PAM inactive.
CC(C)CCNC(=O)CCc1nnc2n(CCCOC(C)C)c(=O)c3ccccc3n12 was read as OX1R antag -24 and CHT PAM inactive.

Reprinted from above, 3 compounds:
COc1cccc(CN(C)C(=O)c2cc(-c3ccc(F)cc3)nc3ccccc23)c1 was read as OX1R antag -31 and CHT PAM inactive.
For O=C(COC(=O)C1CCCO1)Nc1cccc(C(F)(F)F)c1 (centres undefined) the results were OX1R antag -13 and CHT PAM inactive.
CC(C)CCNC(=O)CCc1nnc2n(CCCOC(C)C)c(=O)c3ccccc3n12 was read as OX1R antag -24 and CHT PAM inactive.

Later entries
Cc1cc(N=Nc2ccc(C)c(N=Nc3cc(C)c(N)cc3N)c2)c(N)cc1N was read as OX1R antag -5 and CHT PAM inactive.
For Cc1ccc(OCc2cc(C(=O)NC(C)Cc3cccc(C)n3)no2)cn1 (centres undefined) the results were OX1R antag -11 and CHT PAM inactive.
For O=C(N/N=C/c1c[nH]c2ccccc12)c1cccc(Cl)c1 the results were OX1R antag -3 and CHT PAM inactive.
For CCC(=O)c1cc2c(C)cc(=O)oc2c(C)c1OC(=O)C(C)C the results were OX1R antag -31 and CHT PAM inactive.
`c1ccc(CCn2c3ccccc3c3nnc(SCc4ccc5nonc5c4)nc32)cc1` gave OX1R antag -39 and CHT PAM inactive.
CCCN(CCC)C(=O)CC(c1ccccc1)C1CCOC(C)(C)C1 (centres undefined) was read as OX1R antag -13 and CHT PAM inactive.
`Cc1ccc(N2C(=O)c3cccc([N+](=O)[O-])c3C2=O)cc1C` gave OX1R antag -14 and CHT PAM inactive.
Screening O=C(CSc1nncn1-c1cccnc1)N(c1ccccc1)c1ccccc1 returned OX1R antag -23 and CHT PAM inactive.
Screening Cc1cc(=O)oc2cc(OCC(=O)N3CCCc4ccccc43)ccc12 returned OX1R antag -25 and CHT PAM inactive.
CCOC(Cn1ccc(=O)[nH]c1=O)OCC was read as OX1R antag -6 and CHT PAM inactive.
Screening CCn1nc(C)c(CN2CCC(n3nccc3NC(=O)c3ccc4c(c3)OCO4)CC2)c1C returned OX1R antag -6 and CHT PAM inactive.
For CCOC(=O)C(=Nc1ccccc1)NO the results were OX1R antag -2 and CHT PAM inactive.

Compounds were not picked by outcome. About 0.8% of those tested had a hit in this group.
